Compound activity as filed in PubChem BioAssay.
FEN1 inhibitor: inhibitors of human flap endonuclease 1. Recombinant FEN1 flap cleavage, fluorescence, 15 min. actives 0.35% (n = 390,000). Potency, µM (titrated, usually from 114 µM), for inactives: top-dose activity change, negative = inhibition, usual class: inhibitors. P39748; note: nearly all actives have a fitted effect of over 65% in size
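With each library titrated from low to high concentration, compounds met 10 nM FEN1 for 15 min at room temperature before 50 nM substrate was added; readings at 0 and 15 min fed four-parameter Hill curve fits.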
N370S GC: N370S glucocerebrosidase modulation, Gaucher chaperone candidate. actives 0.092% (n = 330,000). Potency, µM (highest dose often 59.4 µM), for the others: at the highest dose activity change, negative = inhibition, actives largely listed as inhibitors. N370S GC spleen homogenate, 4MU-glucoside fluorescence;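 note: 0% = full enzyme activity and -100% = no enzyme basal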
GCN5L2 inh: GCN5L2 (KAT2A) acetyltransferase inhibition. Q92830. GCN5L2 HAT assay, ThioGlo1 CoA-SH fluorescence. Potency, µM (highest dose often 58.9 µM), inactives show at the top dose activity change, negative = inhibition, usual class: inhibitors. actives 0.21% (n = 390,000). AID 504327
Target sequence (Q92830 whole entry, looked up): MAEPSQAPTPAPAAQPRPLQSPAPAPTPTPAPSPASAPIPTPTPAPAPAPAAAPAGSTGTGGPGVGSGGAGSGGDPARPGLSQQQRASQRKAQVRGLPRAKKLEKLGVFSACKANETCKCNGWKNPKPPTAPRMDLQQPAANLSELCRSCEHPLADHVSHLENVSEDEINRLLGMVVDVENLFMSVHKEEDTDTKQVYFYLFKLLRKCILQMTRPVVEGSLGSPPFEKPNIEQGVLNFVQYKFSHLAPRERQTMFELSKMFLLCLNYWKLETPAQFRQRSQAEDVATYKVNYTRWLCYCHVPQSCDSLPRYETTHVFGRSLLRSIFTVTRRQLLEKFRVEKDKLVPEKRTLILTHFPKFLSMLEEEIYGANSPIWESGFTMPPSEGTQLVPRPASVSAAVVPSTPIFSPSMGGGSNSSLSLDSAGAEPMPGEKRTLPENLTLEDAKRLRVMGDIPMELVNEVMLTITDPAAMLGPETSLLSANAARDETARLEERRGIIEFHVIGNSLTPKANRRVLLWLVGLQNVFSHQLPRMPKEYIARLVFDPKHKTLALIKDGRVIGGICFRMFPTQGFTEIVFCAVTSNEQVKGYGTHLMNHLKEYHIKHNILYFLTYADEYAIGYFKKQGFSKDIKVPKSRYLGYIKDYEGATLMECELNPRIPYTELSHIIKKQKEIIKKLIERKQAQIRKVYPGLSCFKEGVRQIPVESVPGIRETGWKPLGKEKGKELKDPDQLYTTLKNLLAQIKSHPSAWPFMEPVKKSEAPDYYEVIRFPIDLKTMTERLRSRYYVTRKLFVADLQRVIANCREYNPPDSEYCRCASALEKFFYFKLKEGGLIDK
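Free CoA generated was detected with ThioGlo1 (50uM) fluorescence at Ex340nm/Em540nm, read immediately and after 20 min at room temperature. Enzyme, 20 nM in HEPES pH 7.5 buffer, saw compounds 15 min before adding 75uM H3(1-25) peptide and 70uM acetyl-CoA.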
* hit, by the source's call; ? = inconclusive; / = no result given; & = joins results of further samples; [ ] = dose if it differs, or a comment. Calls come from the whole dose curve; as a rule, active = well fitted curve in the direction sought with a large enough effect; inconclusive = small, poorly fitted or top-dose-only effect, or another doubt; inactive = no such curve, though single readings can be large; an effect the other way counts as inactive or inconclusive. Unless noted, % is set by controls: 0 for no effect and ±100 for the full control effect; potency is the fitted concentration of half-maximal effect.

Structure	FEN1 inhibitor	N370S GC	GCN5L2 inh
COc1ccc(S(=O)(=O)n2ccc(-c3ccc4c(c3)CCC(C)(C)O4)n2)cc1	-20.3%	14.1%	-26.3%
Cc1ccc(SC2=C(Sc3ccc(C)cc3)C(=O)c3ccccc3C2=O)cc1	-23.3%	3.3%	2.6%
COc1cccc(NC(=O)Nc2nnc(N3C(C)CCCC3C)s2)c1 (stereo not drawn)	5.8%	6.2%	-10.8%
Cc1c(NC(=O)Nc2ccc(C(C)C)cc2)c(=O)n(-c2ccccc2)n1C	8.3%	1.8%	-4.0%
Cc1ccc(C(=O)Nc2cccc(C(F)(F)F)c2)cc1NC(=O)c1ccno1	-16.3%	-1.8%	-5.4%
Cc1cc(NC(=O)c2cc(-c3ccc(Br)cc3)on2)nn1Cc1ccc(Cl)cc1	-14.7%	/	1.1%
CSc1nc(N)nc2c1ncn2CC(=O)N[C@H](C)c1cccc2ccccc12	-12.4%	/	-0.3%
Cc1ccc(NC(=O)CCNC(=O)c2ccco2)cc1F	1.0%	-2.4%	1.1%
CCN(C[C@H]1N[C@@](Cc2ccccc2)(C(=O)OC)[C@H]2C(=O)N(Cc3ccccc3)C(=O)[C@@H]12)S(=O)(=O)c1ccc(C(C)(C)C)cc1	-17.7%	/	-4.7%
CCCNC(=O)C(CC)NS(=O)(=O)c1ccc(OC)cc1 (stereo not drawn)	2.8%	2.1%	-0.7%
N#CC(=C(/N)Sc1ccccc1N)/C(C#N)=C(\N)Sc1ccccc1N	/	-1.5%&-5.3%	?
CC1CN(Cc2cc(=O)oc3cc(O)c(Cl)cc23)CC(C)O1 (stereo not drawn)	-3.4%	?	-13.4%
COc1ccc(N2CCN(c3oc(-c4ccc(COc5cccc(C)c5)o4)nc3C#N)CC2)cc1	-11.3%	/	-6.3%
O=c1cc(CSc2ccc([N+](=O)[O-])cc2)nc2sccn12	-3.9%	4.8%	-9.0%
O=C(CSc1nc(=O)n(CCCN2CCOCC2)c2c1CCC2)Nc1ccc(F)cc1	9.6%	-4.9%	3.3%
O=C(Nc1ccccc1)N1N=C(c2cccs2)CC1c1cccs1 (stereo not drawn)	-10.6%	?	-4.1%
COc1ccc(S(=O)(=O)N(CCN2CCOCC2)Cc2cc(OC)ccc2OC)cc1	-5.2%	-21.5%	-21.0%
CC(=O)Nc1nc(C)c(CCCOc2ccc([N+](=O)[O-])cc2)c(=O)[nH]1	16.5%	-6.3%	-7.4%
Cc1cc2ccccc2n1CCNC(=O)C1CCCC1	-4.8%	6.8%	-10.2%
COc1cc(NC(=O)/C=C/c2ccccc2)c(C(=O)O)cc1OC	10.2%	-3.9%	-10.3%
CC[C@H](C)[C@H](NC(=O)[C@H](C)NC(=O)[C@H](Cc1cnc[nH]1)NC(=O)[C@@H]1CCCN1C(=O)CNC(=O)[C@H](CC(C)C)NC(=O)[C@H](CC(C)C)NC(=O)[C@H](Cc1ccc(O)cc1)NC(=O)CNC(=O)[C@H](C)NC(=O)[C@H](CO)NC(=O)[C@H](CC(N)=O)NC(=O)[C@H](CC(C)C)NC(=O)[C@@H](NC(=O)[C@H](Cc1c[nH]c2ccccc12)NC(=O)CN)[C@@H](C)O)C(=O)O	/	11.8%	12.0%
Cc1cccc(C)c1OCc1nc2c3cnn(-c4cccc(F)c4)c3ncn2n1	-4.8%	/	1.9%
CSCCC(NS(=O)(=O)c1ccc2c(c1)Cc1cc(S(=O)(=O)NC(CCSC)C(=O)O)ccc1-2)C(=O)O (stereo not drawn)	-13.6%	-2.6%	?
Cc1cc(C)c2nc3sc(C(=O)N4CCOCC4)c(N)c3cc2c1	-19.9%	0.8%	-28.3%
COc1ccc(C2CC(c3ccccc3)=NN2c2ccc(S(N)(=O)=O)cc2)cc1OC (stereo not drawn)	-25.7%	?	-33.9%
CCCCNC(=O)CSc1nc2ccc(Nc3nc(N4CCOCC4)nc(N4CCOCC4)n3)cc2s1	2.4%	-6.1%	3.7%
Cc1c(Cl)cccc1NC(=O)CC1SCCNC1=O (stereo not drawn)	-3.2%	2.7%	2.2%
CCOC(=O)CSc1nc2ccccc2n1C(=O)OCC	-7.4%	5.9%	-1.4%
Cc1csc(NC(=O)CCNS(=O)(=O)c2ccc3c(c2)c(=O)n(C)c(=O)n3C)n1	-14.9%	-17.9%	4.7%
CCOc1ccc(C(=O)N/N=C/c2cc([N+](=O)[O-])cs2)cc1	1.5%	11.0%	-15.9%
Clc1ccc(CN=C2Nc3ccccc3CS2)cc1	-22.5%	-14.2%	?
CC(Nc1cc(N2CCNCC2)ccc1[N+](=O)[O-])c1ccccc1 (stereo not drawn)	-4.4%	4.5%	-2.8%
CCOC(=O)c1c(C)oc2c1c(C=NCCO)c(O)c1ccccc12	-35.3%	8.4%	-4.5%
Nc1ccc(C(=O)N2CCN(S(=O)(=O)c3ccc4c(c3)OCCO4)CC2)cc1[N+](=O)[O-]	0.0%	-5.7%	-20.5%
CCOc1ccccc1NC(=O)COC(=O)c1cc(C)oc1C	5.4%	/	1.1%
CC(=O)N(C1=C(N2CCOCC2)C(=O)c2ccccc2C1=O)c1ccc(C(=O)O)cc1	6.9%	-24.1%	-2.0%
CN(C)c1ccc(N/C(N)=N/c2nc(C(F)(F)F)cc(C(F)(F)F)n2)cc1	-0.1%	11.4%	-10.5%
COCCn1c(SCc2cccc(F)c2)nc2cc(C(=O)OC)ccc2c1=O	-12.0%	9.2%	3.2%
COc1ccc(C2=NN(C(=O)CSc3nc(=O)n4cccc(C)c4n3)C(c3ccc(C)cc3)C2)cc1 (stereo not drawn)	1.0%	2.3%	-3.9%
Cc1ccc2nc(-c3cccc(Br)c3)cc(C(=O)NC3CC3)c2c1	6.0%	3.0%	0.0%
O=C(NC1CCSc2ccccc21)c1ccc(F)cc1 (stereo not drawn)	7.6%	-5.5%	-2.8%
COC(=O)[C@]1(Cc2ccccc2)N[C@H](CN(C)C(=O)Nc2ccccc2)[C@@H]2C(=O)N(C)C(=O)[C@@H]21	2.5%	/	-2.3%
CC(C)CCN1CCN(CCCn2cccn2)CC1CCO (stereo not drawn)	-7.3%	-0.2%	-15.1%
CS(=O)(=O)N1CCc2cc(S(=O)(=O)N3CCCCC3)ccc21	-7.6%	-4.0%	-5.6%
Cc1cc(=O)[nH]c(CN2CCC(c3ccccc3)CC2)n1	8.7%	-0.3%	19.5%
CN(C)C(=O)c1ccc(-c2cncnc2NCc2ccccc2)cc1	/	-9.9%	-26.7%
CC(C)C1Nc2c(O)cc(Cl)c([N+](=O)[O-])c2C2C=CCC21 (stereo not drawn)	-20.8%	-17.5%	-3.4%
CCC(=O)Nc1cccc(NC(=S)NC(=O)Cc2ccccc2)c1	-11.0%	-19.5%	?

6 entries from above, ordered by count of non-hydrogen atoms, largest number first.
Structure	FEN1 inhibitor	N370S GC	GCN5L2 inh
COC(=O)[C@]1(Cc2ccccc2)N[C@H](CN(C)C(=O)Nc2ccccc2)[C@@H]2C(=O)N(C)C(=O)[C@@H]21	2.5%	/	-2.3%
COCCn1c(SCc2cccc(F)c2)nc2cc(C(=O)OC)ccc2c1=O	-12.0%	9.2%	3.2%
CN(C)c1ccc(N/C(N)=N/c2nc(C(F)(F)F)cc(C(F)(F)F)n2)cc1	-0.1%	11.4%	-10.5%
CN(C)C(=O)c1ccc(-c2cncnc2NCc2ccccc2)cc1	/	-9.9%	-26.7%
CS(=O)(=O)N1CCc2cc(S(=O)(=O)N3CCCCC3)ccc21	-7.6%	-4.0%	-5.6%
CC(C)C1Nc2c(O)cc(Cl)c([N+](=O)[O-])c2C2C=CCC21 (stereo not drawn)	-20.8%	-17.5%	-3.4%

Next section:
Structure	FEN1 inhibitor	N370S GC	GCN5L2 inh
C=C1CC[C@H](O)C/C1=C/C=C1\CCC[C@]2(C)[C@@H]([C@H](C)CCCC(C)C)CC[C@@H]12	/	-29.2%&-15.1%	-13.3%&-19.8%
Cn1c(=O)oc2cc(S(=O)(=O)CCC(=O)N3CCN(c4cccc(Cl)c4)CC3)ccc21	0.2%	/	24.1%
Cc1onc(-c2ccncc2)c1C(=O)O	-2.9%	1.0%	3.0%
Fc1ccccc1NC(=S)NC1CCCC1	-0.9%	3.4%	-0.4%
O=C(COC(=O)c1cc(S(=O)(=O)N2CCCCC2)ccc1N1CCOCC1)c1ccccc1	-4.1%	?	-16.0%
N#Cc1ccc(OCC(=O)N/N=C2/CC(c3ccccc3)Oc3ccccc32)cc1 (stereo not drawn)	11.1%	-25.8%	-6.0%
CC(=O)CSc1nnc(CSc2ncccn2)n1C1CCCCC1	0.0%	-20.9%	2.0%
O=C(Cn1cc([N+](=O)[O-])cn1)Nc1ccn(Cc2c(F)c(F)cc(F)c2F)n1	-16.2%	6.8%	2.9%
CN(C)CCCn1c(=O)n(Cc2ccco2)c(=O)c2c3c(sc21)CCCCC3	1.8%	-0.2%	-2.5%
CCn1c(C)nc2cc(C(=O)N/N=C/c3cccc(O)c3O)ccc21	-9.2%	-12.7%	-7.2%
Cc1cc2n(n1)CCC(=O)N2Cc1ccc(C(=O)Nc2cccc(C(F)(F)F)c2)cc1	-10.1%	/	-1.4%
O=C(NCC1COc2ccccc2O1)Nc1ccccc1F (stereo not drawn)	3.0%	1.1%	1.6%
Cc1ccc2sc(NC(=O)c3ccc(N4C(=O)CCC4=O)cc3)nc2c1C	-8.7%	?	-4.2%
COc1ccccc1C1C2=C(CCCC2=O)N(CC(=O)O)C2=C1C(=O)CCC2	-9.4%	?	?
CCOc1ccc(C(c2c(O)cc(C)n(Cc3ccco3)c2=O)N2CCN(c3ccccc3)CC2)cc1 (stereo not drawn)	-7.7%	/	-8.4%
Cc1nnc(SCC(=O)Nc2nccs2)o1	1.4%	-2.4%	-19.6%
Cc1ccc(Cn2nc(C)c(NC(=O)c3cc(-c4ccc(F)cc4)on3)c2C)cc1	-0.2%	/	3.2%
O=C1COc2ccccc2N1Cc1ccc(Cl)cc1	1.0%	5.8%	-23.8%
COc1ccc(S(=O)(=O)N2CCSCC2)cc1C(N)=O	-9.3%	-7.5%	-28.2%
O=C(NC1CCCCC1)c1ccc(S(=O)(=O)N2CCCCC2)cc1	-7.4%	3.6%	-7.0%
Cn1c(=O)n(C)c2cc([N+](=O)[O-])c(N3CCN(C(=O)c4ccccc4)CC3)cc21	-2.5%	-22.0%	-6.0%
Cc1ccc(CN2CCCn3nc(C(=O)NCc4ccc(OC(C)C)cc4)cc3C2=O)cc1	-5.6%	/	-9.4%
COc1ccc(NC(=O)CN2CCN(c3ccccc3C)CC2)cc1	-8.7%	-9.2%	0.1%
O=C(COc1ccc2c(c1)CCC2)N1CCN(c2ccc(F)cc2)CC1	-4.4%	2.1%	-9.5%
COc1ccc(Nc2cnn(-c3nc4ccccc4s3)c(=O)c2Cl)cc1	7.9%	3.2%	-0.4%
CC(C)c1nc2sc3ccccc3c(=O)c2c(=O)n1Cc1ccccc1	6.1%	?	7.6%
Cc1ccc(NC(=O)CN2C(=O)NC3(CCCC3)C2=O)nc1	2.0%	2.6%	-6.7%
COc1ccc(C(=O)C2CCCN(C/C=C/c3ccccc3OC)C2)c(OC)c1 (stereo not drawn)	0.7%	-12.3%	?
CCC(=O)Nc1ccc(C(=O)CSc2nnc(-c3ccc(O)cc3)n2CC2CCCO2)cc1 (stereo not drawn)	-12.4%	-9.9%	-11.5%[0.501 µM]
C=C(C)Cn1c(SCC(=O)Nc2ccccc2C)nc2sc3c(c2c1=O)CCCC3	-6.4%	/	-11.0%
COc1ccc(C(C(=O)NC2CCCC2)N(Cc2cccnc2)C(=O)c2snc(C(N)=O)c2N)cc1 (stereo not drawn)	0.9%	-12.3%	0.9%
Cc1cc(C)n(-c2ccc(C(=O)NCCCN3CCOCC3)cc2)n1	9.2%	-7.2%	-8.0%
O=C(c1cccs1)N1CCc2c([nH]c3ccccc23)C1c1ccc(Cl)cc1 (stereo not drawn)	-18.3%	-13.0%	-9.9%
CC(=O)Nc1ccc(S(=O)(=O)Nc2nc3ccccc3nc2N2CCCCCC2)cc1	3.4%	-6.6%	-17.5%
COc1cc(OC)c(C(=O)Nc2ccc3ccccc3c2)cc1OC	-5.0%	9.2%	-10.1%
O=C1NC(=O)/C(=C\c2ccc(OCc3cccc(C(=O)O)c3)c(Cl)c2)N1	3.6%	-23.9%	-15.1%
CCOc1ccc2nc(NC(=O)C(NS(=O)(=O)c3cccs3)C(C)C)sc2c1 (stereo not drawn)	-1.8%	9.9%	1.1%
Cn1cc(-c2nc3cnc(N4CCNCC4)nc3n(CCC#N)c2=O)c2ccccc21	/	-6.5%	-38.3%
Cc1cc(C)nc(SCC(=O)Nc2ccc(S(=O)(=O)NC(C)(C)C)cc2)n1	6.3%	21.5%	-16.1%

This is a random part of the collection, and some 0.54% of all compounds hit somewhere here.
